FadD28 FP inh: M. tuberculosis FadD28 bisubstrate binding inhibition; FadD28 bisubstrate probe binding, fluorescence polarization; inhibition, % at 12.5 µM; 360,000 compounds, 0.22% hits; AID 588549; in the data active = inhibition above about 8.5%, passing the limit was not always enough; inconclusive = no clear call, values can overlap the other calls
UGM FP inh: Mtb UDP-galactopyranose mutase inhibition; 320,000 compounds, 0.06% hits; inhibition, % at 10 µM; AID 504406; purified UGM, fluorescence polarization probe displacement; P9WIQ1; in the data active = inhibition above about 10%, passing the limit was not always enough; inconclusive = no clear call, values can overlap the other calls
Target sequence (P9WIQ1 whole entry, looked up): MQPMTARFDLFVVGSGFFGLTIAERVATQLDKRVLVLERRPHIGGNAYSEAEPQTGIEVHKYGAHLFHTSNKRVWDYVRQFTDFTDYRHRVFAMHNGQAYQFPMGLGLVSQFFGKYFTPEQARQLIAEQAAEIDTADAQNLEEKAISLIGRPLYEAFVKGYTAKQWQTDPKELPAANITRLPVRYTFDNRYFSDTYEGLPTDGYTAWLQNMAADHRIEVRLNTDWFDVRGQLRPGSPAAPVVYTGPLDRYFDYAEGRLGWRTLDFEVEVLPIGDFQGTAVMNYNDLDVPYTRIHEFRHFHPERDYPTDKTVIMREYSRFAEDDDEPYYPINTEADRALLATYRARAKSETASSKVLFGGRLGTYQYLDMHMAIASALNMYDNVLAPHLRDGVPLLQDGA
BoNT F protease: blocks Botulinum neurotoxin F light chain protease. Multiplex microsphere protease cleavage assay, flow cytometry. inhibition, % at 10 µM. 360,000 compounds, 0.22% hits; in the data active = inhibition above about 35%, passing the limit was not always enough; inconclusive = no clear call, values can overlap the other calls; note: plate controls were buffer without enzyme for full effect and enzyme alone for no effect
Mtb FBA inh: inhibitors of M. tuberculosis fructose-bisphosphate aldolase; AID 588726; inhibition, % at 1 µM; 360,000 compounds, 2.3% hits; P9WQA3; purified M. tuberculosis FBA, fluorescence read-out; in the data active = inhibition above about 27%;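 note: 0% = vehicle and 100% = reference inhibitor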
Target sequence (P9WQA3 whole entry, looked up): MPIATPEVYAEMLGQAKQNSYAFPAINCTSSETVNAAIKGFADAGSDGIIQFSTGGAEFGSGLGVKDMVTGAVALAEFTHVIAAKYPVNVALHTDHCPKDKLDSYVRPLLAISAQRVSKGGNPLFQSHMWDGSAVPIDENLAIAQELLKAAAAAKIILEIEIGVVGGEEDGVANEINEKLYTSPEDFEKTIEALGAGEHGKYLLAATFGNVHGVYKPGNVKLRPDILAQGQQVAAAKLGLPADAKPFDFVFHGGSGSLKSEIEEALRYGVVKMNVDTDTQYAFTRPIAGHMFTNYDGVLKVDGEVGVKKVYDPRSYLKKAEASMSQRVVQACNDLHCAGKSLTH
GDH-TPI counter: GDH-TPI coupled enzyme inhibition counter-screen. GDH-TPI coupled enzyme counterscreen, NADH absorbance. inhibition, % at 4.8 µM. 360,000 compounds, 1.2% hits. AID 588335;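 note: 0% = DMSO wells and 100% = wells lacking the enzyme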
CCHF vOTU inh: CCHFV vOTU protease inhibition | Pep-AMC fluorescence | inhibition, % at 11.5 µM | 370,000 compounds, 0.55% hits | AID 651958; note: 0% = vehicle wells with enzyme and 100% = no enzyme wells
PrPC surface inh: reduces human prion protein on the cell surface | P04156 | cell surface PrPC, TR-FRET read-out | inhibition, % at 13.8 µM | 370,000 compounds, 0.43% hits | AID 720596; in the data active = inhibition above about 24%; note: 0% = median of the test wells and 100% = reference compound wells
BoNT A protease: BoNT A light chain protease inhibition; multiplex microsphere protease substrate cleavage, flow cytometry; inhibition, % at 10 µM; 360,000 compounds, 0.17% hits; AID 588499; in the data active = inhibition above about 30%; inconclusive = no clear call, values can overlap the other calls; note: plate controls were buffer without enzyme for full effect and enzyme alone for no effect
Mtb BioA inh: BioA (M. tuberculosis) enzyme inhibition; purified M. tuberculosis BioA enzyme, plate reader; inhibition, % at 9.99 µM; 360,000 compounds, 0.096% hits; AID 602481; in the data active = inhibition above about 40%; inconclusive = no clear call, values can overlap the other calls
* hit, by the source's call; ? = inconclusive; . = no result given; & = joins results of further samples. Cut-off read from the data, not from the text of the source, unless noted: active = inhibition above about 30%; inactive = the rest.

cpd	mol	FadD28 FP inh	UGM FP inh	BoNT F protease	Mtb FBA inh	GDH-TPI counter
1	COC(=O)C1=C(C)N(c2cccc(OC)c2)C(=O)/C1=C\c1ccco1	0.3	7.8	-10.9	-3.6	17.0
2	CCCCc1c(C)c2ccc(OCC(C)=O)cc2oc1=O	-1.2	-1.2	-12.6	72.4*	3.4
3	Cc1cc(C)c2c(N)c(C(=O)c3cccc(Cl)c3)sc2n1	-0.9	.	-11.5	2.0	12.6
4	COc1ccc(OC)c(CNC(=O)COc2cc(=O)n(C)c3ccccc23)c1	-1.2	-1.2	-6.4	-1.3	11.0
5	O=C(CN1C(=O)c2cccc3cccc1c23)NCC1CCCO1 (configuration not stated)	-1.0	0.7	7.6	5.2	7.6
6	O=C(CN1CCC(n2nnc3cc(C(F)(F)F)ccc32)CC1)N1CCc2ccccc21	-1.1	1.8	-2.0	0.7	9.6
7	C=CCn1c(SCC(=O)Nc2ccc3c(c2)OCCO3)nc2cc(C(=O)O)ccc2c1=O	-1.2	0.9	-6.4	-3.3	0.3
8	CN(C)S(=O)(=O)Nc1cccc(Br)c1	-1.7	-0.8	-5.7	-1.0	3.6
9	Cc1cccc(S(=O)(=O)N(C)C[C@H]2OCc3cn(nn3)CCCC(=O)N([C@H](C)CO)C[C@@H]2C)c1	-3.3	.	-6.2	0.3	15.5
10	CCN(CC(=O)Nc1ccccc1C(F)(F)F)C(=O)c1ccc2c(c1)NC(=O)CS2	-2.7	.	-6.1	0.2	-2.5
11	CNC(=O)[C@@H]1C[C@H]1[C@@H](NC(=O)OCc1ccccc1)c1ccccc1	-2.2	5.0	3.6	1.9	-3.1
12	CN(CCc1ccccc1)C(=O)c1ccc(NC(=O)Cc2cccc(NC(=O)C3CCN(S(=O)(=O)c4cccc([N+](=O)[O-])c4)CC3)c2)cc1	0.3	.	-7.2	-0.9	8.2
13	Cc1cc(C)cc(-n2c(C)cc(/C=C3\C(=O)NC(=O)N(C)C3=O)c2C)c1	1.0	-1.0	-3.0	-1.7	5.7
14	CCOc1ccccc1CNC(CC)CO (configuration not stated)	0.6	1.9	-3.6	0.4	-1.9
15	Cc1ccc(OCCn2cc(/C=N/NC(=O)c3ccncc3)c3ccccc32)cc1	-0.3	3.9	-5.0	1.7	27.6

cpd	CCHF vOTU inh	PrPC surface inh	BoNT A protease	Mtb BioA inh
1	10.1	-8.8	-2.8	.
2	-21.0	3.5	-0.8	2.3
3	3.6	-21.5	-1.0	-2.0
4	5.8	-0.9	-0.4	3.3
5	-1.4	-9.2	-0.1	-0.6
6	6.9	0.9	-0.3	4.7
7	1.1	-7.9	-0.8	0.7
8	-8.6	1.6	1.6	.
9	-3.5	-2.4	-0.7	0.2&-3.7&0.3
10	-0.9	3.9	-0.4	-0.1
11	-2.7	-6.0	-0.4	-1.0
12	-0.5	-2.2	-0.2	-1.6
13	-11.4	-2.0	0.3	.
14	0.9	-0.3	-0.1	.
15	4.4	4.8	-1.8	-5.3

Later entries:
cpd	mol	FadD28 FP inh	UGM FP inh	BoNT F protease	Mtb FBA inh	GDH-TPI counter
16	CCCn1c(=S)[nH]c2cc(C(=O)N3CCN(C)CC3)ccc2c1=O	0.1	.	5.5	-0.4	4.6
17	C[C@H](CO)NC(=O)[C@H](C)[C@H]1C[C@]1(C)[C@H](NC(=O)OCc1ccccc1)c1ccccc1	-1.3	2.7	-8.3	-2.3	5.2
18	CC(C)C[C@H]1CN=C(N(C)C)N1CCc1cccc(F)c1	-3.9	0.6	-4.0	0.3	-2.0
19	CC(CN1CCOCC1)OC(=O)c1ccc2c(c1)OCCO2 (configuration not stated)	0.1	0.0	-6.7	0.3	3.7
20	CCN(CCO)C(=O)C(c1ccccc1)c1ccccc1	-1.3	4.1	-1.6	1.9	6.0
21	O=C(CCCc1ccccc1)Nc1ccc(S(=O)(=O)N2CCOCC2)cc1	-2.3	1.0	-0.8	-2.9	-4.3
22	CCc1ccc(S(=O)(=O)/N=C2/C=C(Sc3ncn[nH]3)C(=O)c3ccccc32)cc1	2.6	2.2	9.1	-0.3	9.1
23	C#CCNC(=O)C1=C[C@H](c2ccc(Br)cc2)C[C@H](OCc2ccc(CO)cc2)O1	-14.9	-0.4	0.0	0.8	-3.1
24	Cc1ccc(/C=C/C(=O)N2CC(C)CC(C)C2)o1 (configuration not stated)	-0.2	1.6	3.0	-1.4	10.3
25	CN(CC(=O)Nc1ccc(F)c(F)c1F)C(=O)c1ccc(-n2cncn2)c([N+](=O)[O-])c1	-2.2	-1.8	.	-1.1	8.8
26	C=CCn1c(SCC(=O)NCc2ccccc2)nnc1C1CCCCC1	1.4	2.1	-2.4	7.1	-5.6
27	CCN1CCN(C(=O)c2cc(-c3ccco3)nc3ccccc23)CC1	0.0	-0.3	-8.9	130.4*	11.6
28	O=C1CCS/C(=N\N=C\c2ccc(Cl)cc2Cl)N1	-4.0	0.0	?	-2.5	10.9
29	O=C(COC(=O)c1nc(Cl)ccc1Cl)c1ccc[nH]1	-0.8	1.3	30.9	3.5	11.7
30	Cc1ccc(Oc2ccccc2/C=N/O)cc1	-3.5	2.9	-6.1	11.4	-1.4

cpd	CCHF vOTU inh	PrPC surface inh	BoNT A protease	Mtb BioA inh
16	-8.1	3.9	0.1	-0.4
17	1.9	8.4	0.0	0.3
18	5.1	-1.1	-0.5	-1.1
19	-13.4	1.0	0.0	-2.6
20	8.6	1.8	-0.1	0.0
21	20.2	3.9	-0.1	1.4
22	.	.	0.1	.
23	22.0	6.4	-0.1	-1.1
24	14.7	0.8	0.0	-0.8
25	-6.2	-10.1	.	.
26	.	.	0.7	-2.4
27	-202.0	-4.1	-2.3	-5.5
28	3.4	-0.4	?	.
29	-11.5	-3.3	1.4	-1.2
30	6.2	3.5	-0.4	4.4

Nothing new here: an excerpt of the list.
cpd	mol	FadD28 FP inh	UGM FP inh	BoNT F protease	Mtb FBA inh	GDH-TPI counter
18	CC(C)C[C@H]1CN=C(N(C)C)N1CCc1cccc(F)c1	-3.9	0.6	-4.0	0.3	-2.0
19	CC(CN1CCOCC1)OC(=O)c1ccc2c(c1)OCCO2 (configuration not stated)	0.1	0.0	-6.7	0.3	3.7
20	CCN(CCO)C(=O)C(c1ccccc1)c1ccccc1	-1.3	4.1	-1.6	1.9	6.0
21	O=C(CCCc1ccccc1)Nc1ccc(S(=O)(=O)N2CCOCC2)cc1	-2.3	1.0	-0.8	-2.9	-4.3
22	CCc1ccc(S(=O)(=O)/N=C2/C=C(Sc3ncn[nH]3)C(=O)c3ccccc32)cc1	2.6	2.2	9.1	-0.3	9.1
23	C#CCNC(=O)C1=C[C@H](c2ccc(Br)cc2)C[C@H](OCc2ccc(CO)cc2)O1	-14.9	-0.4	0.0	0.8	-3.1
24	Cc1ccc(/C=C/C(=O)N2CC(C)CC(C)C2)o1 (configuration not stated)	-0.2	1.6	3.0	-1.4	10.3
25	CN(CC(=O)Nc1ccc(F)c(F)c1F)C(=O)c1ccc(-n2cncn2)c([N+](=O)[O-])c1	-2.2	-1.8	.	-1.1	8.8
26	C=CCn1c(SCC(=O)NCc2ccccc2)nnc1C1CCCCC1	1.4	2.1	-2.4	7.1	-5.6
27	CCN1CCN(C(=O)c2cc(-c3ccco3)nc3ccccc23)CC1	0.0	-0.3	-8.9	130.4*	11.6
28	O=C1CCS/C(=N\N=C\c2ccc(Cl)cc2Cl)N1	-4.0	0.0	?	-2.5	10.9
29	O=C(COC(=O)c1nc(Cl)ccc1Cl)c1ccc[nH]1	-0.8	1.3	30.9	3.5	11.7
30	Cc1ccc(Oc2ccccc2/C=N/O)cc1	-3.5	2.9	-6.1	11.4	-1.4

cpd	CCHF vOTU inh	PrPC surface inh	BoNT A protease	Mtb BioA inh
18	5.1	-1.1	-0.5	-1.1
19	-13.4	1.0	0.0	-2.6
20	8.6	1.8	-0.1	0.0
21	20.2	3.9	-0.1	1.4
22	.	.	0.1	.
23	22.0	6.4	-0.1	-1.1
24	14.7	0.8	0.0	-0.8
25	-6.2	-10.1	.	.
26	.	.	0.7	-2.4
27	-202.0	-4.1	-2.3	-5.5
28	3.4	-0.4	?	.
29	-11.5	-3.3	1.4	-1.2
30	6.2	3.5	-0.4	4.4

(cont.)
cpd	mol	FadD28 FP inh	UGM FP inh	BoNT F protease	Mtb FBA inh	GDH-TPI counter
31	CCCc1nn(C)c(C(=O)Nc2ccc3ccccc3c2)c1Cl	0.2	1.2	1.5	4.4	25.9
32	CC1CCN(C(=O)C(=O)Nc2sc3c(c2C(N)=O)CC(C)(C)OC3)CC1	-2.4	0.4	-2.2	0.5	13.4
33	CCOc1ccc(CCNC(=O)COC(=O)c2cccc(S(=O)(=O)N3CCOCC3)c2)cc1OCC	0.1	-3.8	0.3	-1.5	-6.0
34	CCC(CC)NC(=O)c1ccc(NS(=O)(=O)c2ccc3[nH]c(=O)[nH]c3c2)cc1	-5.2	1.9	-6.7	-0.4	-9.3
35	COC(=O)C1=C(c2ccc(OC(F)(F)F)cc2)C[C@@H]2CC[C@H]1N2C(=O)NCCOc1ccccc1	-1.8	-1.3	2.4	1.4	2.6
36	Cc1c(Cl)cccc1NC(=O)c1ccc(-n2ccnc2)nc1	-2.0	2.2	11.4	-0.1	-2.7
37	CC(=Nc1ccc(C)cc1)c1sc2ccccc2c1O	-2.2	0.9	-10.6	-10.2	4.1
38	CSc1ccc(Cl)c(C(=O)NCCOc2cc(C(C)C)ccc2C)c1	-5.7	2.5	-6.0	-1.4	-3.8
39	CCn1nccc1C(=O)Nc1ccc(C(=O)OC(C)C)cc1	-4.0	0.7	20.5	4.1	-14.4
40	Cc1ccc(OCC(=O)NCCNC(=O)COc2ccc(C)cc2)cc1	3.3	4.2	3.1	0.9	-5.0
41	C=CCC(=O)N1CCCC(CNC(=O)c2ccc(-c3ccccc3)cc2)C1 (configuration not stated)	-3.3	0.6	-9.0	0.9	1.4
42	CC(=O)c1ccc(NC(=O)[C@@H]2CCCN2C2=NS(=O)(=O)c3ccccc32)cc1	2.1	-2.0	-3.2	3.6	4.8
43	CCOC(=O)N1CCN(C(=O)c2cc3c(=O)n4ccccc4nc3s2)CC1	0.1	0.6	3.6	49.0*	13.0
44	Cc1ccc(-c2nnc(N)s2)cc1	-3.6	2.2	6.7	3.8	1.8
45	O=C(CCCSc1nc2sc3c(c2c(=O)[nH]1)CCC3)NCCCO	0.4	1.3	5.7	5.3	11.4
46	Cc1ccccc1-n1c(=O)/c(=C\c2ccco2)s/c1=C(/C#N)C(=O)Nc1ccccc1	-1.0	0.0	7.6	-1.7	3.2
47	CCn1c(SCC(=O)Nc2cc(C)on2)nc2c(c1=O)SCC2	0.3	-3.1	0.8	-2.0	11.1
48	Cn1c(-c2ccc(C=O)s2)nc2c3ccccc3c3ccccc3c21	1.8	2.3	39.7*	53.1*	23.9

cpd	CCHF vOTU inh	PrPC surface inh	BoNT A protease	Mtb BioA inh
31	25.2	8.5	1.0	-1.4
32	5.9	-1.0	-0.3	0.5
33	6.0	6.6	0.5	-0.5
34	-3.5	7.4	-2.1	-0.5
35	30.5*	6.3	0.2	2.1
36	3.2	1.1	1.0	.
37	5.0	-5.6	4.6	.
38	10.2	1.0	-0.5	-1.6
39	-4.5	-4.9	-0.1	-0.1
40	2.2	3.3	-1.9	-0.7
41	-4.5	-7.3	-0.5	-0.4
42	12.3	4.5	-0.5	0.3
43	-54.6	-10.3	0.5	-0.2
44	-0.2	-3.4	-0.2	.
45	2.7	-5.2	0.0	0.5
46	-7.7	-4.1	7.5	-1.9
47	11.4	-4.8	-1.3	4.4
48	3.8	-5.0	79.3*	.

Compound activity deposited in PubChem by several laboratories.

Outcome played no part in choosing rows; 4.8% or so of the library scored in one or more.
